# Bioassay records from PubChem BioAssay.
# Vif-APOBEC3G blk = qHTS for Inhibitors of Vif-A3G Interactions: qHTS; DNA dC->dU-editing enzyme APOBEC-3G (Homo sapiens), Q9HC16; HeLa A3G-eYFP + Vif (tagged APOBEC3G with the HIV-1 protein that degrades it), YFP fluorescence, overnight; Potency, µM (doses to about 46.1 µM), for inactives: top-dose activity, negative = active, actives largely listed as inhibitors; 410,000 compounds, 0.076% hits; AID 602310, 2012;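 further: potency means the concentration at half of the fitted maximal effect; on the % scale 0 is the no-effect control and ±100 the full control effect; nearly all actives have a fitted effect of over 60% in size; hits raise eYFP signal because A3G escapes Vif-driven loss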
# Target sequence (Q9HC16 whole entry, looked up): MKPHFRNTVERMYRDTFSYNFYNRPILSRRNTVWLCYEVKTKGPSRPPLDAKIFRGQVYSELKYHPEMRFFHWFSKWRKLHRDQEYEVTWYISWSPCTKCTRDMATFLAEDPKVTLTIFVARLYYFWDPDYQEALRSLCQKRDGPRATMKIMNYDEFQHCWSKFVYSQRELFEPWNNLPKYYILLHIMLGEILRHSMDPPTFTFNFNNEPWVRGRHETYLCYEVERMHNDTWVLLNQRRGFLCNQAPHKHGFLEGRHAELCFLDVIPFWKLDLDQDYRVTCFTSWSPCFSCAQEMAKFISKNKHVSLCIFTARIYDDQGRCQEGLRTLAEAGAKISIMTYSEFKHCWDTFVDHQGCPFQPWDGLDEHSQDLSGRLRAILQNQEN
#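 Read-out is eYFP fluorescence (Ex 488/Em 500-530) from Vif-expressing HeLa A3G-eYFP cells; more signal means A3G escaped Vif-mediated degradation. Cells plated overnight, compound pinned in, incubated overnight at 37 deg C.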
# TrxR1 substrate = qHTS Assay for Substrates of Mammalian Selenoprotein Thioredoxin Reductase 1 (TrxR1): qHTS. purified TrxR1 substrate turnover, NADPH consumption readout. Potency, µM (doses to about 114 µM), for inactives: at the highest dose activity change, negative = substrate turnover. 390,000 compounds, 0.01% hits. AID 588456, 2011; further: potency means the concentration at half of the fitted maximal effect; on the % scale 0 is the no-effect control and ±100 the full control effect; nearly all actives have a fitted effect of over 50% in size
# Target sequence (O89049 whole entry, looked up): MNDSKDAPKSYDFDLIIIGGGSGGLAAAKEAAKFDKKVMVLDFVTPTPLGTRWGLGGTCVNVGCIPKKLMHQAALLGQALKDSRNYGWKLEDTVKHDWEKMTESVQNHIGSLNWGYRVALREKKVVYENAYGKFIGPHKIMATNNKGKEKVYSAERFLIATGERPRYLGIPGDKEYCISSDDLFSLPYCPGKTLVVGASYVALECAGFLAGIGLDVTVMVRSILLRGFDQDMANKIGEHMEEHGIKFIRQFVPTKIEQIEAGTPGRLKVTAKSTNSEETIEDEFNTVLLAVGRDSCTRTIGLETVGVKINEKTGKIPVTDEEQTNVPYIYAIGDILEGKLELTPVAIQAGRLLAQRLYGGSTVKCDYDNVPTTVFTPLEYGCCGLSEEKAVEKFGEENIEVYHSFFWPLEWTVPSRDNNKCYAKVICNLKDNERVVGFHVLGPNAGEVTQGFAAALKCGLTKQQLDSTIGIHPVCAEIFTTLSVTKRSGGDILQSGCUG
#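 Rat TrxR1, dispensed at 90 nM, was prereduced with 400 uM NADPH (final) for 5 min at ~22 deg C, then incubated with compound 15 min before 400 uM selenite. A first-read NADPH fluorescence drop versus no-compound background flagged substrates.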
# RGS4 inhibitor = Inhibitors of Regulator of G Protein Signaling (RGS) 4: qHTS; Regulator of G-protein signaling 4 (Homo sapiens), P49798; Transcreener GDP fluorescence polarization, RGS4-accelerated GTP hydrolysis; AID 504845, 2011; 390,000 compounds, 0.039% hits; Potency, µM (titrated, usually from 114 µM), for inactives: at the top dose activity change, negative = inhibition, most hits filed as inhibitors; further: potency means the concentration at half of the fitted maximal effect; on the % scale 0 is the no-effect control and ±100 the full control effect; nearly all actives have a fitted effect of over 75% in size; some results filed as inactive show a strong effect at the top dose
# Target sequence (P49798 whole entry, looked up): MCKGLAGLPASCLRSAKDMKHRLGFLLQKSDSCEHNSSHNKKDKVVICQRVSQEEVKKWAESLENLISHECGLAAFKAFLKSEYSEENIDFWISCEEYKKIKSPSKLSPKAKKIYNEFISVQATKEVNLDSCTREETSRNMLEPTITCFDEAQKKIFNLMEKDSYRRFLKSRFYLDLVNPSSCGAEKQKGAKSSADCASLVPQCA
#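 MLSMR compounds (23 nl, pin-transferred) preincubated 10 min at room temperature with a 500nM (2x) first reagent, then RGS4 at 900nM (2x) plus Transcreener GDP mix added; fluorescence polarization (620/688 nm) read before and after 90 min at 30 °C.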
# rTrxR1 inhibitor = qHTS Assay for Inhibitors of Mammalian Selenoprotein Thioredoxin Reductase 1 (TrxR1): qHTS. recombinant rTrxR1, NADPH fluorescence consumption, selenite substrate. Potency, µM (series often up to 114 µM), for inactives: at the top dose activity change, negative = inhibition, usual class: inhibitors. 390,000 compounds, 1% hits; further: potency means the concentration at half of the fitted maximal effect; on the % scale 0 is the no-effect control and ±100 the full control effect; nearly all actives have a fitted effect of over 65% in size
#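 Rat TrxR1 (90 nM in the dispensed reagent) was pre-reduced with 400 uM NADPH for 5 min at room temperature, then incubated with compound for 15 min. After 400 uM selenite was added, NADPH fluorescence (Ex 340/Em 450 nm) was followed for 8 min.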
# mIDH1 inhibitor = qHTS for Inhibitors of mutant isocitrate dehydrogenase 1 (IDH1): qHTS; IDH1-R132H enzyme, NADPH consumption, diaphorase/resazurin fluorescence; Potency, µM (series often up to 76.6 µM), inactives show top-dose activity change, negative = inhibition, actives largely listed as inhibitors; 390,000 compounds, 0.093% hits; further: potency means the concentration at half of the fitted maximal effect; on the % scale 0 is the no-effect control and ±100 the full control effect; nearly all actives have a fitted effect of over 65% in size
#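 IDH1-R132H (0.5 ug/mL) preincubated 30 min with compound, then NADPH (0.016 mM) and alpha-KG (2 mM) added; 80 min at RT, pH 7.5. Remaining NADPH coupled via diaphorase/resazurin to fluorescence (540/590 nm); concentration-response curves normalized to no-enzyme control.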
# USP1 inh = Inhibitors of USP1/UAF1: Primary Screen; Ubiquitin carboxyl-terminal hydrolase 1 (Homo sapiens), O94782; recombinant USP1/UAF1, Ub-Rhodamine cleavage fluorescence; Potency, µM (highest dose often 57.1 µM), for the others: at the top dose activity change, negative = inhibition, most hits filed as inhibitors; 390,000 compounds, 0.23% hits; AID 743255, 2014; further: potency means the concentration at half of the fitted maximal effect; on the % scale 0 is the no-effect control and ±100 the full control effect; nearly all actives have a fitted effect of over 60% in size; inactives centre near -12
#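 USP1/UAF1 complex (1 nM) preincubated 15 min at room temperature with compound, then Ub-Rho substrate (150 nM final) added. Kinetic fluorescence at 480/540 nm over 6 reads at 60 s intervals; 50 mM HEPES pH 7.8, 0.5 mM EDTA, 0.1 mg/ml BSA, 1 mM TCEP, 0.01% Tween-20.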
# GRP78 ERSR act = qHTS for Inducers of the Endoplasmic Reticulum Stress Response (ERSR) in Human Glioma: qHTS; U87-MG GRP78 promoter luciferase reporter, 16 h; Potency, µM, for inactives: top-dose activation, hits mostly activators; 420,000 compounds, 0.02% hits; AID 602332, 2012; further: potency means the concentration at half of the fitted maximal effect; series mostly up to about 76 µM; % of control where 0% means no effect; nearly all actives have a fitted effect of over 35% in size
#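 Stably transfected U87-MG human glioma cells carrying a GRP78-based luminescent sensor were seeded at 1000 cells/well, pin-dosed with compounds and incubated 16 h. Luciferase reagent was then added, and end-point luminescence was read after 10 min at room temperature.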
# Vif-A3F inh = qHTS for Inhibitors of Vif-A3F Interactions: qHTS. HeLa A3F-eYFP + Vif (tagged APOBEC3F with the HIV-1 protein that degrades it), YFP fluorescence increase. Potency, µM (titrated, usually from 46.1 µM), inactives show at the highest dose activity, negative = active. 390,000 compounds, 0.2% hits; further: potency means the concentration at half of the fitted maximal effect; % of control where 0% means no effect; nearly all actives have a fitted effect of over 65% in size
#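 HeLa cells stably expressing Vif plus C-terminally eYFP-tagged A3F were seeded, incubated overnight at 37 deg C, dosed with compound, incubated overnight again at 37 deg C. Yellow fluorescence (Ex 488/Em 500-530) reported blocked Vif-mediated A3F-eYFP degradation.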
# LDHA inh = qHTS assay for inhibitors of human lactate dehydrogenase; 480,000 compounds, 0.15% hits; purified LDHA, NADH/diaphorase-resazurin fluorescence; hits give low values; activity change, % (values are at about 110 or 230 µM); in the data active means activity change below about -30%; inconclusive means mostly about -25% to -30%;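 further: plate controls were DMSO wells for no effect and wells without enzyme for full effect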
#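 Human LDH5 at 2 nM final in Tris HCl pH 7.4 with 0.06 mM NADH and 0.2 mM pyruvate, reacted 5 minutes at room temperature. Remaining NADH coupled via diaphorase/resazurin; resorufin fluorescence read at 0 and 20 minutes, normalized to enzyme-free and DMSO wells.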
# Active calls of the source: *; ? = inconclusive; . = no result given; & = joins results of further samples; [ ] = dose if it differs, or a comment. Unless noted, the call rests on the fitted dose curve; in most records, active means well fitted curve in the direction sought with a large enough effect; inconclusive means small, poorly fitted or top-dose-only effect, or another doubt; inactive means no such curve, though single readings can be large; an effect the other way counts as inactive or inconclusive.
SMILES	rTrxR1 inhibitor	GRP78 ERSR act	Vif-APOBEC3G blk	mIDH1 inhibitor	LDHA inh	TrxR1 substrate	USP1 inh	RGS4 inhibitor	Vif-A3F inh
COc1cccc(NC(=O)C2CCN(c3cnccn3)CC2)c1	10%	-2%	-2%	2%	-4	-3%	-1%	-9%	-10%
Cc1ccc(S(=O)(=O)N2[C@H](c3cccc(Cl)c3)CC(=O)[C@@H]3CN(S(=O)(=O)c4ccccc4C)[C@H](c4ccc(Cl)cc4)C[C@@H]32)cc1	.	-3%	-5%	-9%	2	.	-11%	.	-2%
CN(Cc1ccccc1)C(=O)C1CCCN(Cc2cccc(Cl)c2)C1 (stereo not drawn)	18%	-5%&-3%	-1%&0%	8%	-1	3%	-22%	-7%	3%
O=[N+]([O-])c1ccc(Cl)c(-c2ccc(/C=N/c3c(-c4ccco4)nc4ccccn34)o2)c1	-16%	-4%	-1%	3%	-1	-2%	-15%	-46%	-14%
COc1cccc(C(=O)Nc2nc3c(c(=O)[nH]2)CCCC3)c1	17%	0%	-2%	0%	-1	8%	-6%	32%	-4%
Cc1cccc(CC(=O)NC2CC(=O)N(c3ccccc3)C2)c1 (stereo not drawn)	-13%[57.1 µM]	0%	-1%	4%	-3	-4%[57.1 µM]	-19%	-15%	0%
Cc1ccc2sc(-c3ccc(NC(=O)c4cc(-n5cnnc5)ccc4Cl)cc3)nc2c1	8%	2%	-7%	0%	-1	20%	-8%	-16%	-21%
O=C1N(c2ccccc2)CCN1c1ccccc1	25%	12%	-1%	4%	-4	0%	-5%	9%	2%
C=CCN1C(=O)C(CC(=O)NCC)SC1=Nc1ccccc1OC (stereo not drawn)	-13%	-1%	-8%	1%	-2	-9%	-14%	-1%	-19%
Cc1cnc(C(=O)OCC(=O)NCc2ccccc2)cn1	23%[57.1 µM]	-2%	0%	-1%	-5	18%[57.1 µM]	-20%	-4%	-7%
CCN1C(=O)[C@@H]2[C@@H](c3ccc(-c4ccc(Cl)c(Cl)c4)c(OC)c3)N3CCC[C@@]3(C(=O)OC)[C@@H]2C1=O	37%	-5%	-4%	0%	2	3%[57.1 µM]	?	-16%	0%
CC(C)CCSc1nc2c(c(=O)n(C)c(=O)n2C)n1Cc1ccccc1Cl	20%	-1%	-2%	-17%	-7	9%	-18%	-10%	-4%
Cn1c(-c2ccccc2)cnc1SCC(=O)NCc1ccco1	8%	-3%	2%	6%	-3	12%	?	1%	-1%
O=S(=O)(c1ccc2c(c1)OCCO2)N1CCN(S(=O)(=O)c2ccco2)CC1	11%	0%	-1%	.	1&-1	3%	.	-19%	-4%
COCC1CCN(C(=O)c2cc(COc3cccc4cnccc34)on2)CC1	42%[activator]	-2%	0%	1%	-1	83%[activator]	-19%	-2%	0%
O=C(COc1ccc(C(=O)c2ccccc2)cc1)NCC(=O)Nc1ccccc1Br	17%	-4%	1%	-8%	0	-1%	-24%	1%	-3%
O=C(NCc1cc(C(F)(F)F)cc(C(F)(F)F)c1)C1CC(c2ccccc2[N+](=O)[O-])=NO1 (stereo not drawn)	14%[57.1 µM]	-4%	-1%	4%	4	3%[57.1 µM]	9%	26%	-2%
CCn1c(CSc2nnc(C)n2-c2ccccc2)nc2cc(S(=O)(=O)N(C)C)ccc21	20%	-4%	1%	18%	-4	4%	-7%	6%	2%
COc1ccc(/C=N/NC(=O)CN2CCSCC2)c(OC)c1	-11%	-5%	-2%	-1%	-16	-10%	-15%	-9%	2%
O=C(CCC(=O)OCC(=O)c1ccc(F)cc1)NC1CCCCC1	7%	-4%	3%	16%	-4	0%	-12%	-7%	-2%
COc1ccc(NC(=O)Nc2ccc3c(c2)C(=O)N([C@H](C)CO)C[C@H](C)[C@@H](CN(C)C(=O)Nc2c(C)noc2C)O3)cc1	-14%	-5%	0%	13%	1	-1%	?	-20%	-3%
COc1cccc(N(CC(=O)NC2CCCCC2)C(=O)c2snc(C(N)=O)c2N)c1	29%[57.1 µM]	0%	0%	-11%	-6	5%[57.1 µM]	-2%	-7%	0%
CCOC(=O)N1N=C(c2ccccc2)CC1(O)C(F)(F)F (stereo not drawn)	25%[57.1 µM]	2%	0%	7%	-2	-2%[57.1 µM]	-20%	3%	-7%
COc1ccc(C(=O)Nc2nnc(S(=O)(=O)N(CC(C)C)c3ccccc3)s2)cc1	-9%	-5%	5%	-5%	?	3%[11.4 µM]	-25%	7%	-3%
Cc1c(C(=O)OCCOC(C)C)[nH]c2c1C(=O)CC(C)(C)C2	13%[57.1 µM]	8%	-3%	-7%	-6	6%[57.1 µM]	-19%	-20%	-3%
CCOc1c(Cl)cc(C(=O)N(Cc2ccc(N(C)C)cc2)Cc2ccco2)cc1Cl	13%	.	.	.	-1	-2%	-3%	-12%	.
COc1ccc(CCNC(=O)CN(c2ccc(OC)cc2)S(C)(=O)=O)cc1	17%[57.1 µM]	-2%	8%	0%	-10	7%[57.1 µM]	?	8%	-18%
COc1ccc(CC(=O)Nc2cccc(Cl)c2C)cc1S(=O)(=O)N1CCOCC1	25%	-3%	3%	6%	1	3%	-12%	16%	3%
FC(F)(F)c1ccc2c(c1)C1C=CCC1C(c1ccncc1)N2 (stereo not drawn)	0%[57.1 µM]	-8%	-1%	-2%	10	5%[57.1 µM]	-15%	-6%	-5%
CC1CN(Cc2c(O)ccc3c2oc(=O)c2ccccc23)CC(C)O1 (stereo not drawn)	?	-1%	-1%	-15%	0	-13%	-10%	-8%	12%

# Part of the list above, limited to USP1 inh and Vif-APOBEC3G blk:
SMILES | USP1 inh | Vif-APOBEC3G blk
COc1ccc(C(=O)Nc2nnc(S(=O)(=O)N(CC(C)C)c3ccccc3)s2)cc1 | -25% | 5%
Cc1c(C(=O)OCCOC(C)C)[nH]c2c1C(=O)CC(C)(C)C2 | -19% | -3%
CCOc1c(Cl)cc(C(=O)N(Cc2ccc(N(C)C)cc2)Cc2ccco2)cc1Cl | -3% | .

# The results go on:
SMILES	rTrxR1 inhibitor	GRP78 ERSR act	Vif-APOBEC3G blk	mIDH1 inhibitor	LDHA inh	TrxR1 substrate	USP1 inh	RGS4 inhibitor	Vif-A3F inh
CCOc1cc(C(=O)Nc2ccc(N3CCN(S(C)(=O)=O)CC3)cc2)cc(OCC)c1OCC	3%	-1%	-7%	1%	2&-4	-4%	-22%	-6%	1%
Cc1ccc(NC(=O)C2CCN(c3nn4cc(-c5ccc(C)cc5)nc4s3)CC2)cc1	16%	2%	4%	18%	-8	0%	-11%	-3%	8%
C=C(C)c1cccc(C(C)(C)NC(=O)N2CCN(c3ccccc3OC)CC2)c1	9%[57.1 µM]	-2%	-3%	8%	-12	6%[57.1 µM]	-7%	6%	-10%
Cc1nc(SCc2c(F)cccc2Cl)n[nH]1	6%	2%	-4%	11%	-4	-7%	-7%	-8%	3%
COc1ccc(-c2cn3ccc4ccccc4c3n2)cc1	62%[activator]	-1%	2%	11%	-2	80%[activator]	-16%	-8%	-11%
Cc1ccc(NC(=O)C2Cc3ccccc3C(=O)O2)cc1 (stereo not drawn)	11%[57.1 µM]	-4%	0%	-2%	-11	1%[57.1 µM]	-12%	6%	0%
CCN(CC)CCCNc1sc(S(=O)(=O)c2ccccc2)nc1S(=O)(=O)c1ccc(Cl)cc1	6%	-4%	2%	-5%	-4	3%	-19%	-15%	?
CCCc1ccc2oc(C(=O)NCCN3CCCC(C(N)=O)C3)c(C)c2c1 (stereo not drawn)	-2%	-1%	-1%	5%	1	3%	-19%	-20%	0%

# Structures above with a nitro group on carbon:
SMILES	rTrxR1 inhibitor	GRP78 ERSR act	Vif-APOBEC3G blk	mIDH1 inhibitor	LDHA inh	TrxR1 substrate	USP1 inh	RGS4 inhibitor	Vif-A3F inh
O=[N+]([O-])c1ccc(Cl)c(-c2ccc(/C=N/c3c(-c4ccco4)nc4ccccn34)o2)c1	-16%	-4%	-1%	3%	-1	-2%	-15%	-46%	-14%
O=C(NCc1cc(C(F)(F)F)cc(C(F)(F)F)c1)C1CC(c2ccccc2[N+](=O)[O-])=NO1 (stereo not drawn)	14%[57.1 µM]	-4%	-1%	4%	4	3%[57.1 µM]	9%	26%	-2%

# This is a subset. The share of hits here may be higher or lower than overall.
